Source: PubChem BioAssay
TDP1 cell noCPT – qHTS for Inhibitors of human tyrosyl-DNA phosphodiesterase 1 (TDP1): qHTS in cells in absence of CPT | DT40 Tdp1-/- hTDP1 cells, no CPT, ATP luminescence, 48 h | Potency, µM (titrated, usually from 46.2 µM), for the others: top-dose activity change, negative = growth inhibition, actives largely listed as inhibitors | actives 15% (n = 420,000) | AID 686978, 2013; also: nearly all actives have a fitted effect of over 55% in size
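Stably hTDP1-transfected Tdp1-null chicken DT40 cells were treated with library compounds minus camptothecin and grown for at least 48 hr at 37 °C, after which cellular ATP was quantified by luminescence.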
DT40 TDP1 CPT – growth inhibition of DT40 Tdp1-/-;hTDP1 cells with camptothecin (screen for TDP1 inhibitors); chicken DT40 Tdp1-/-;hTDP1 cells + 20 nM CPT, ATP luminescence, 48 h; Potency, µM (series often up to 46.2 µM), without a hit: at the top dose activity change, negative = growth inhibition, actives largely listed as inhibitors; actives 12% (n = 420,000); AID 686979; also: nearly all actives have a fitted effect of over 55% in size
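Cell growth measured by CellTiter-Glo luminescence after a minimum 48 h, 37 C compound exposure with 20 nM CPT in Tdp1-knockout DT40 cells stably expressing hTDP1, seeded 400/well; qHTS titration format.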
KAT2A inh – inhibitors of human GCN5L2 histone acetyltransferase; Q92830; GCN5L2 HAT assay, ThioGlo1 CoA-SH fluorescence; Potency, µM (highest dose often 58.9 µM), without a hit: at the top dose activity change, negative = inhibition, usual class: inhibitors; actives 0.21% (n = 390,000)
Target sequence (Q92830 whole entry, looked up): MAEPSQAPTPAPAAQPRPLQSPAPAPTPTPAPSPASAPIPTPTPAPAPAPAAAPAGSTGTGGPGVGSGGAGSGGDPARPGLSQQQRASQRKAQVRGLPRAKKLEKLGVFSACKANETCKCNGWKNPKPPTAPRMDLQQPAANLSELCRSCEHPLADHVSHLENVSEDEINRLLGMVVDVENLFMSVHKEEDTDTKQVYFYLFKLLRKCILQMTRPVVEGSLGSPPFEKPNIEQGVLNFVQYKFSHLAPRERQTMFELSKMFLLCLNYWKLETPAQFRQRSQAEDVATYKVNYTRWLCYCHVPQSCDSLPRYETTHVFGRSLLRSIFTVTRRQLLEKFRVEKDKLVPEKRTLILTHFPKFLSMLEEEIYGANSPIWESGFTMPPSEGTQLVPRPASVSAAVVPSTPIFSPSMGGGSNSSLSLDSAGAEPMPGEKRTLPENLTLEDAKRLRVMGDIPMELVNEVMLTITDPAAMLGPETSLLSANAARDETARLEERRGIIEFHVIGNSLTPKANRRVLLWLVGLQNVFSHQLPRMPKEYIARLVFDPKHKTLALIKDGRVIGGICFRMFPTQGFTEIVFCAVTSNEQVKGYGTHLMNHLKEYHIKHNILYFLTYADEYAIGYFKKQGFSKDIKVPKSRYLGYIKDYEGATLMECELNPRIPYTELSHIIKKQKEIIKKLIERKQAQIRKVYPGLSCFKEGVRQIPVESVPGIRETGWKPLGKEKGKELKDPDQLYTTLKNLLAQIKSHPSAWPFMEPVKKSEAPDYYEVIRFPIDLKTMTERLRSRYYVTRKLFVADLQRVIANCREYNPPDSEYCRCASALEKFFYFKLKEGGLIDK
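GCN5L2 (20 nM) in 50mM HEPES pH 7.5, 0.1mM EDTA, 0.01% Tween-20 preincubated 15 min with compounds at room temperature. Reaction started with H3(1-25) 75uM, acetyl-CoA 70uM, ThioGlo1 50uM; CoA-thiol fluorescence (Ex340/Em540) read at 0 and 20 min.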
* hit, by the source's call; ? = inconclusive; · = no result given; & = joins results of further samples; [ ] = remark or other dose. Calls follow the shape of the dose curve; as a rule, active = well fitted curve in the direction sought with a large enough effect; inconclusive = small, poorly fitted or top-dose-only effect, or another doubt; inactive = no such curve, though single readings can be large; an effect the other way counts as inactive or inconclusive. % is scaled to controls: 0 for no effect and ±100 for the full control effect; potency is read from the fitted curve at half-maximal effect.

SMILES | TDP1 cell noCPT | DT40 TDP1 CPT | KAT2A inh
C[C@@]12C(=O)N(Cc3ccc(F)cc3)CC(=O)N1[C@H]1c3cc(Cl)ccc3OC[C@@H]1[C@@H]2c1ccccc1 | 18µM* | 23µM* | -10%
CCc1nnc(NC(=O)CSc2nnc(-c3ccccc3OC)n2-c2ccccc2)s1 | -24% | -13% | -5%
Cc1cccc(OCC(=O)NN2C(=O)C3C4C=CC(O4)C3C2=O)c1 (configuration not stated) | 11% | 23% | 3%
CCOc1ccc(NC(=O)c2sc(-n3nc(C)c(CCC(C)C)c3C)nc2C)cc1 | ? | ? | -10%
COc1ccc(-c2sc(Nc3ccccc3)n[n+]2-c2ccc(F)cc2)cc1Br | 18µM* | 5.8µM* | -3%
CC(C)OC(=O)CC(=O)CSc1nc2c(cc1C#N)CCCC2 | -4% | 12% | ·
O=C(CSCCO)Nc1cccc2ccccc12 | 19% | -12% | 1%
NCCCNc1nc(N)c([N+](=O)[O-])c(NC2CCCCC2)n1 | 3.7µM* | 4.1µM* | -14%
CCN(CC)S(=O)(=O)c1cccc(C(=O)NCc2ccccc2)c1 | 3% | 2% | -1%
CCS(=O)(=O)N1CCC(C(=O)Nc2cc(C)ccc2O)CC1 | ? | -4% | 0%
N#Cc1ccc(C(=O)Nc2cccc(NC(=O)c3ccco3)c2)c(F)c1 | ? | ? | 10%
O=C(O)COc1ccccc1C1C2C(=O)N(c3ccc(F)cc3)C(=O)C2ON1c1ccccc1 (configuration not stated) | 0% | -22% | -1%
CCc1nc(NCC2CCCN2CC)c2nnn(Cc3ccccc3F)c2n1 (configuration not stated) | ? | ? | -2%
CNC(=S)N(Cc1ccc(OC)cc1)C1CC(=O)N(c2ccc(Cl)cc2)C1=O (configuration not stated) | 18µM* | 16µM* | -22%
COc1ccc2c(c1OC)C(=O)N1N=C(c3ccccc3)CC21 (configuration not stated) | -6% | -4% | -5%
Cc1ccc(CNC(=O)c2ccc(Cn3cc(-c4ccc(C)cc4)nc3-c3ccncc3)cc2)cc1 | ? | ? | -13%
COc1cc(S(=O)(=O)NC2CCCCC2)c(C)cc1C | -12% | -2% | -17%
N#C/C(=C/C1=C(N2CCOCC2)C(=C/c2cccc([N+](=O)[O-])c2)/CC1)C(=O)Nc1ccccc1F | 8.2µM* | 10µM* | ·
CN1CC[C@]2(CCN3CCc4c(oc5ccccc45)[C@@H]3C2)N(C)C1=O | 18µM* | ? | -1%
Cc1c(C(=O)NCc2ccccc2)sc(=O)n1Cc1ccccc1F | ? | ? | ·
CCN(CC)S(=O)(=O)c1ccc(Cl)c(NC(=S)NC(=O)C2CCCC2)c1 | 18µM* | 23µM* | -11%
O=C(NNC(=O)c1ccccc1[N+](=O)[O-])Nc1ccc(Cl)cc1 | -20% | 9% | 2%
COc1ccccc1N(CC(=O)Nc1cc(C)on1)S(=O)(=O)c1ccc(Cl)cc1 | 18µM* | 18µM* | -22%
COc1ccc(NC(=O)N2CCCC(C(=O)NC(C)C)C2)cc1 (configuration not stated) | -6% | -7% | -2%

By substructure, the entries above with a nitro group on carbon.
SMILES | TDP1 cell noCPT | DT40 TDP1 CPT | KAT2A inh
NCCCNc1nc(N)c([N+](=O)[O-])c(NC2CCCCC2)n1 | 3.7µM* | 4.1µM* | -14%
N#C/C(=C/C1=C(N2CCOCC2)C(=C/c2cccc([N+](=O)[O-])c2)/CC1)C(=O)Nc1ccccc1F | 8.2µM* | 10µM* | ·
O=C(NNC(=O)c1ccccc1[N+](=O)[O-])Nc1ccc(Cl)cc1 | -20% | 9% | 2%

Other entries follow.
SMILES | TDP1 cell noCPT | DT40 TDP1 CPT | KAT2A inh
CCC1CCCCN1C(=O)COC(=O)CSc1ccc(C(N)=O)cc1[N+](=O)[O-] (configuration not stated) | 18% | -10% | -7%
CCc1ccc(/C=C2\SC(=S)N(CCCC(=O)NC3=NCCS3)C2=O)cc1 | -2% | 9% | ·
COCCN(C(=O)COC(=O)COc1ccc2c(c1)CCC2)c1c(N)n(Cc2ccccc2)c(=O)[nH]c1=O | -1% | 3% | -3%
CCOC(=O)c1cnc2c(C(F)(F)F)cccc2c1N1CCN(C)CC1 | -23% | -8% | -11%
Cc1ccccc1NC(=O)CC1SC(=Nc2ccc(O)cc2)NC1=O (configuration not stated) | -9% | -19% | -3%
Cc1cc(C(C)(C)C)cc(S(=O)(=O)Nc2ccc(O)c(C(=O)O)c2)c1C | -4% | -10% | -23%
CCOc1ccc(-n2c(SCC(N)=O)nc3c(oc4ccccc43)c2=O)cc1 | -24% | ? | -1%
CC(C)Cn1c(SCC(=O)NC2CCCc3ccccc32)nc(O)cc1=O (configuration not stated) | -2% | -11% | -4%
COc1cccc(C(=O)Nc2nnc(S(=O)(=O)N3CCCC3)s2)c1 | 3%&-28% | ? | -13%&-2%
CN1CCC2(CC1)N=C(c1ccc(F)cc1)C(=S)N2C(=O)c1ccc(C(C)(C)C)cc1 | 5.8µM* | 7.3µM* | -2%
C[C@H](O)CNC(=O)c1[nH]cnc1C(=O)N[C@@H](C)c1ccccc1 | -12% | -2% | ·
CC1CCCN(C(=O)c2cc3ccc4cccnc4c3[nH]2)C1 (configuration not stated) | ? | ? | 32%[activator]

Part of the list above, tab-delimited:
Molecule	TDP1 cell noCPT	DT40 TDP1 CPT	KAT2A inh
CCOC(=O)c1cnc2c(C(F)(F)F)cccc2c1N1CCN(C)CC1	-23%	-8%	-11%
Cc1ccc(CNC(=O)c2ccc(Cn3cc(-c4ccc(C)cc4)nc3-c3ccncc3)cc2)cc1	?	?	-13%
CCC1CCCCN1C(=O)COC(=O)CSc1ccc(C(N)=O)cc1[N+](=O)[O-] (configuration not stated)	18%	-10%	-7%
CCc1nc(NCC2CCCN2CC)c2nnn(Cc3ccccc3F)c2n1 (configuration not stated)	?	?	-2%
CCc1ccc(/C=C2\SC(=S)N(CCCC(=O)NC3=NCCS3)C2=O)cc1	-2%	9%	·

Carrying on.
SMILES | TDP1 cell noCPT | DT40 TDP1 CPT | KAT2A inh
Cc1ccc(-c2nnc(NCCCO)c3ccccc23)cc1 | 8% | 1% | -5%
COC(=O)c1ccc2c(c1)NC(=O)CS2 | -19% | -23% | -18%
Cc1cc(C)c(NC(=O)C(=O)NCC(c2cccnc2)N2CCN(Cc3ccccc3)CC2)c(C)c1 (configuration not stated) | 5.8µM* | 12µM* | -6%
O=C1CN(c2ccccc2)C(=S)N1C(=O)c1ccccc1 | -21% | 0% | -2%
COc1cccc(CNC(=O)COc2cc3c(c4oc(=O)cc(C)c24)CCC(C)(C)O3)c1 | 16µM* | 21µM* | -15%
O=C(NCC(c1cccnc1)N1CCN(c2ccccc2F)CC1)c1ccccc1 (configuration not stated) | ? | ? | -4%
CCCCc1nc2ccccc2c(=O)n1NC(=O)c1c(O)c2ccccc2n(C)c1=O | 3.7µM* | 4.1µM* | 0%
CCOCCn1c(CN2CCCCC2C)nc2c1c(=O)n(C)c(=O)n2C (configuration not stated) | -10% | -2% | 1%
CCCN1CCN(CCCNC(=O)c2ccc3c(c2)sc2nc(-c4ccc(OCC)cc4)cn23)CC1 | 2.9µM* | 1.8µM* | -16%
CCCCCCCC(=O)N/N=C(\C)c1cccnc1 | -25% | -12% | -2%
CCc1ccc(OCCOC(=O)Nc2ccccc2)cc1 | ? | -25% | -7%
Cc1cccc(C)c1Nc1c(-c2ccccc2F)nc2cccc(C)n12 | -78% | 10µM* | 0%
CCOc1ccc2nc(Cl)c(/C=C/C(=O)c3ccco3)cc2c1 | 15µM* | 10µM* | -4%
CC1CCCCC1NC(=O)COC(=O)/C=C/c1ccc2c(c1)OCO2 (configuration not stated) | -24% | -2% | -1%
Nc1ncc(S(=O)(=O)Nc2ccc(F)cc2F)cn1 | 9% | 1% | 11%
O=C(Nc1nnc(S(=O)(=O)N2CCOCC2)s1)c1ccccc1F | -18%&-13% | -2%&-12% | 3%&1%
CCOc1ccc(N=C2NN=C(c3cc(C)n(CC4CCCO4)c3C)CS2)cc1 (configuration not stated) | 23µM* | ? | 1%
O=C(CCNC(=O)C1CCN(S(=O)(=O)c2ccc(F)cc2)CC1)NCc1cccnc1 | 5% | 0% | -8%
O=S(=O)(Nc1cccc2c1CCCC2)c1ccc(Cl)cc1 | ? | ? | -12%
CC(Cc1ccccn1)NC(=O)CCc1nnc(C2CCCCC2)o1 (configuration not stated) | -16% | -6% | -4%
O=c1cc(-c2ccccc2)cc(-c2ccccc2)n1CCCO | ? | ? | -2%
COC(=O)C12CC3CC(C1)CC(n1cnc(Cl)n1)(C3)C2 | -16% | ? | -1%
O=C(CSc1nnc(Cc2cccs2)n1Cc1ccco1)Nc1cccc(Cl)c1 | ? | ? | -20%
CCCSc1ncc(Cl)c(C(=O)N2CCN(c3cccc(Cl)c3)CC2)n1 | ? | 1.8µM* | -1%

Ordered by molar mass (highest first): three of the compounds above.
SMILES | TDP1 cell noCPT | DT40 TDP1 CPT | KAT2A inh
O=C(CCNC(=O)C1CCN(S(=O)(=O)c2ccc(F)cc2)CC1)NCc1cccnc1 | 5% | 0% | -8%
CCCSc1ncc(Cl)c(C(=O)N2CCN(c3cccc(Cl)c3)CC2)n1 | ? | 1.8µM* | -1%
O=S(=O)(Nc1cccc2c1CCCC2)c1ccc(Cl)cc1 | ? | ? | -12%

The results go on.
SMILES | TDP1 cell noCPT | DT40 TDP1 CPT | KAT2A inh
CCN(CC)S(=O)(=O)c1cccc(-c2nnc(SCC(=O)NC3CCCCCC3)n2N)c1 | 2% | -20% | -6%[0.501 µM]
Cc1c(O)nc(SCC(=O)Nc2cccc(C(F)(F)F)c2)n(-c2ccccc2)c1=O | -9% | -15% | ?
Cc1c(C)c2ccc(OCC(=O)Nc3ccccn3)c(C)c2oc1=O | -11% | ? | 1%
COc1ccc(C(CNC(=O)C(C)(C)Oc2ccc(Cl)cc2)N2CCCC2)cc1 (configuration not stated) | ? | ? | 0%
O=C(O)CCc1nn2c3ccccc3n(CCN3CCCCC3)c2nc1=O | -2% | 12% | -9%
CCc1ccc(NS(=O)(=O)c2ccc3[nH]cc(C(=O)N4CCCCC4)c(=O)c3c2)cc1 | -2% | 3% | -16%
Cn1ccc2c(OCC(=O)Nc3ccc(OC(F)(F)F)cc3)cccc2c1=O | 7.3µM* | 12µM* | -4%
COC(=O)c1ccc(NC(=O)COC(=O)c2nc3nccc(C)n3n2)cc1 | 1% | 8% | -6%
CC1Cc2ccccc2N1S(=O)(=O)c1cccc(C(=O)OCC(=O)NCc2ccco2)c1 (configuration not stated) | -12% | -4% | -2%
COc1ccc(-c2noc(-c3ccc(NCc4ccc(C)cc4)c([N+](=O)[O-])c3)n2)cc1OC | 3% | -2% | -1%
COc1ccc(N(CC(=O)NCc2ccc3c(c2)OCO3)C(=O)CCC(=O)Nc2ccccn2)cc1 | 2% | 0% | -4%
COc1ccc(C/C(N)=N/O)cc1 | -27% | -27% | 3%
Cn1cc(C(CO)Cc2ccccc2)c2ccccc21 (configuration not stated) | ? | ? | 1%
Cc1cc(F)ccc1S(=O)(=O)Nc1ccccc1C(=O)Nc1ncn[nH]1 | -26% | -16% | -6%
OCCNc1nc(-c2cccnc2)nc2ccccc12 | -18% | -32% | 9%

Retrieved by structure from the list above, 3 records:
SMILES | TDP1 cell noCPT | DT40 TDP1 CPT | KAT2A inh
COc1ccc(-c2noc(-c3ccc(NCc4ccc(C)cc4)c([N+](=O)[O-])c3)n2)cc1OC | 3% | -2% | -1%
CCc1ccc(NS(=O)(=O)c2ccc3[nH]cc(C(=O)N4CCCCC4)c(=O)c3c2)cc1 | -2% | 3% | -16%
COc1ccc(C(CNC(=O)C(C)(C)Oc2ccc(Cl)cc2)N2CCCC2)cc1 (configuration not stated) | ? | ? | 0%
